Screening results as filed in PubChem.
D2 antag: antagonizes the human D2 dopamine receptor. P14416. HEK293 TREx D2 cells, calcium flux, dopamine EC80. inhibition, % at 10 µM. 2% of 340,000 active. AID 485344; in the data active means inhibition above about 30%; further: 0% is about no effect
Target sequence (P14416 whole entry, looked up): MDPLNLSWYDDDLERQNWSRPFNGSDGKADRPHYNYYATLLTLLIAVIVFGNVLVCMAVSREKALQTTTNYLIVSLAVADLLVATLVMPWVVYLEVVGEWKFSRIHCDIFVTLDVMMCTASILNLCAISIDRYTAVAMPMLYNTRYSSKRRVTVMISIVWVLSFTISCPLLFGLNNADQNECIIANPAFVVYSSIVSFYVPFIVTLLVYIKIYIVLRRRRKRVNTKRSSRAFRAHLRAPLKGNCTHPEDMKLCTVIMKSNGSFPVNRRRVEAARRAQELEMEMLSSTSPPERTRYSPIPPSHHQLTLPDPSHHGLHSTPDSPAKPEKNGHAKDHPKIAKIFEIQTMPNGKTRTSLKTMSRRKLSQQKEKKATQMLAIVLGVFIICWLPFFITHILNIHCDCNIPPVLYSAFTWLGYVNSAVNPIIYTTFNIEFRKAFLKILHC
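Overnight-induced (tetracycline, 30 C) HEK293 T-REx cells carrying force-coupled D2 receive a no-wash calcium dye, then compound, then EC80 dopamine at 180 s; signals are read kinetically throughout.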
LDHA inh: blocks human lactate dehydrogenase A; P00338; purified LDHA, NADH/diaphorase-resazurin fluorescence; hits give low values; activity change, % (values are at about 110 or 230 µM); 0.15% of 480,000 active; AID 1347041; in the data active means activity change below about -30%; inconclusive means mostly about -25% to -30%;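 further: plate controls were DMSO wells for no effect and wells without enzyme for full effect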
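Resorufin fluorescence (ex540/em590), read at 0 and 20 min after diaphorase/resazurin addition, reports the NADH left after a 5 min room-temperature reaction of 2 nM human LDH5 with 0.06 mM NADH and 0.2 mM pyruvate.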
12-LOX inh: inhibitors of human 12S-lipoxygenase ALOX12 | AID 1671190 | P18054 | 1.1% of 580,000 active | purified 12hLO, xylenol orange hydroperoxide absorbance | Potency, µM (top dose mostly 108 µM), without a hit: top-dose activity change, negative = inhibition, hits mostly inhibitors; further: potency means the concentration at half of the fitted maximal effect; on the % scale 0 is the no-effect control and ±100 the full control effect
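Purified human 12hLO at 150 nM in 25 mM Hepes, 0.01% Triton X-100, pH 7.0, preincubated 15 min at room temperature with compound. Reaction started with 40 uM arachidonic acid, 30 min at room temperature. Hydroperoxide measured by Fe-xylenol orange, 573/405 nm absorbance ratio.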
GRP78 ERSR act: ER stress response induction in glioma; U87-MG GRP78 promoter luciferase reporter, 16 h; Potency, µM, without a hit: at the top dose activation, hits mostly activators; 0.02% of 420,000 active; AID 602332; further: potency means the concentration at half of the fitted maximal effect; series mostly up to about 76 µM; % of control where 0% means no effect; nearly all actives have a fitted effect of over 35% in size
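Stably transfected U87-MG human glioma cells carrying a GRP78-based luminescent sensor were seeded at 1000 cells/well, pin-dosed with compounds and incubated 16 h. Luciferase reagent was then added, and end-point luminescence was read after 10 min at room temperature.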
ERG Ets-DNA blk: ERG Ets/DNA interaction inhibition | 0.028% of 370,000 active | fluorescence polarization, His-ERG Ets domain / labelled DNA | Potency, µM (highest dose often 76.9 µM), inactives show at the top dose FP activity, negative = inhibition, actives largely listed as inhibitors | P11308; active means well fitted inhibition curve with a large enough effect in the polarisation, with a control signal flat; inconclusive means small, poorly fitted or top-dose-only effect, or effect the other way, or a change in a side signal; inactive means no such curve, though single readings can be large or run the other way; the % refers to the polarisation;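 further: polarization taken with two DNA probes labelled with fluorescein and Texas red; potency means the concentration at half of the fitted maximal effect; % of control where 0% means no effect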
Target sequence (P11308 whole entry, looked up, the tested form may be a part): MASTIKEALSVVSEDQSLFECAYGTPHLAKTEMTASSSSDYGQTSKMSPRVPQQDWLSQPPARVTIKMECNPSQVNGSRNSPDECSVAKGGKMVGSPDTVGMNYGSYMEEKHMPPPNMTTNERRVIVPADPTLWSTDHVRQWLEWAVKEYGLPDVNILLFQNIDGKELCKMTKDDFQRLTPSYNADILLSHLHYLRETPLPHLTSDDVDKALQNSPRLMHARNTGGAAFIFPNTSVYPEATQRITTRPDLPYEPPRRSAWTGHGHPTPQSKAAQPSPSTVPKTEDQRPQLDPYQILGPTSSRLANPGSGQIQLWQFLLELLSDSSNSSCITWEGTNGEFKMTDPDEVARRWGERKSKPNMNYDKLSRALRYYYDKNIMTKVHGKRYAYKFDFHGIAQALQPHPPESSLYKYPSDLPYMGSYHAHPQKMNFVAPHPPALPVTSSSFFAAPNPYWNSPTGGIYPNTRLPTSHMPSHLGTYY
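His-tagged ERG Ets domain (1 uM in the protein solution; 300mM KCl, 50mM Tris-HCl, 1mM EDTA, 1mM DTT, pH 7.5) received compound, then a probe mix of 5 nM fluorescein-DNA and 100nM Texas-615-DNA. Fluorescence polarization was read for both dyes.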
Vif-A3F inh: blocks the Vif interaction with APOBEC3F; HeLa A3F-eYFP + Vif (tagged APOBEC3F with the HIV-1 protein that degrades it), YFP fluorescence increase; Potency, µM (top dose mostly 46.1 µM), inactives show at the highest dose activity, negative = active; 0.2% of 390,000 active; AID 602313; further: potency means the concentration at half of the fitted maximal effect; % of control where 0% means no effect; nearly all actives have a fitted effect of over 65% in size
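HeLa cells stably expressing A3F-eYFP plus Vif, plated and incubated overnight at 37 deg C, then exposed to compounds overnight at 37 deg C. Blocked degradation read as raised yellow fluorescence (Ex 488/Em 500-530).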
RGS4 inh: blocks human RGS4-accelerated GTP hydrolysis | 0.039% of 390,000 active | Potency, µM (top dose mostly 114 µM), for inactives: at the top dose activity change, negative = inhibition, most hits filed as inhibitors | Transcreener GDP fluorescence polarization, RGS4-accelerated GTP hydrolysis; further: potency means the concentration at half of the fitted maximal effect; on the % scale 0 is the no-effect control and ±100 the full control effect; nearly all actives have a fitted effect of over 75% in size; some results filed as inactive show a strong effect at the top dose
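MLSMR compounds (23 nl, pin-transferred) preincubated 10 min at room temperature with a 500nM (2x) first reagent, then RGS4 at 900nM (2x) plus Transcreener GDP mix added; fluorescence polarization (620/688 nm) read before and after 90 min at 30 °C.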
Vif-APOBEC3G blk: inhibitors of Vif-APOBEC3G interaction | Q9HC16 | HeLa A3G-eYFP + Vif (tagged APOBEC3G with the HIV-1 protein that degrades it), YFP fluorescence, overnight | Potency, µM (series often up to 46.1 µM), for the others: at the highest dose activity, negative = active, hits mostly inhibitors | 0.076% of 410,000 active | AID 602310;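 further: potency means the concentration at half of the fitted maximal effect; on the % scale 0 is the no-effect control and ±100 the full control effect; nearly all actives have a fitted effect of over 60% in size; hits raise eYFP signal because A3G escapes Vif-driven loss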
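HeLa cells stably expressing Vif and C-terminally eYFP-tagged A3G, seeded overnight at 37 deg C, then exposed to compound by pintool overnight at 37 deg C. Rise in yellow fluorescence (Ex 488/Em 500-530, Acumen) marks blocked Vif-driven A3G degradation.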
D2 agonist: D2 dopamine receptor (human) agonism | P14416 | HEK293 T-REx D2 cells, calcium flux agonist mode | activation, % at 2 µM | 0.53% of 340,000 active;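 active means activation over 3 SD above normal in the single-dose calcium agonist read, cut at about 30% in these data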; further: 0% is about no effect
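Calcium-flux readout, 1 cycle/sec over 180 s following compound pin transfer, in inducible HEK293 Trex D2 cells (force-coupled); dopamine controls included. Positive calcium responses during this window marked compounds as potential agonists.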
Numbers without * were called inactive; ? = inconclusive; · = not tested or not shown; & = joins results of further samples; [ ] = another dose, or the depositor's remark. Unless noted, the call rests on the fitted dose curve; in most records, active means well fitted curve in the direction sought with a large enough effect; inconclusive means small, poorly fitted or top-dose-only effect, or another doubt; inactive means no such curve, though single readings can be large; an effect the other way counts as inactive or inconclusive.

SMILES	D2 antag	LDHA inh	12-LOX inh	GRP78 ERSR act	ERG Ets-DNA blk	Vif-A3F inh	RGS4 inh	Vif-APOBEC3G blk	D2 agonist
O=C(CN1C(=O)C2CC=CCC2C1=O)NC1CCCCC1 (stereo not drawn)	10	-8	34%[activator]	1%	-5%	-2%	18%	3%	3.9
O=C(CSc1ccc(-c2nc3ccccc3[nH]2)cn1)Nc1ccc(S(=O)(=O)N2CCCC2)cc1	28	-1	3%	7%	·	0%	-21%	-1%	0.4
NC1=NC(=O)C(Cc2cccc(Cl)c2Cl)S1 (stereo not drawn)	-6	1	-35%	-2%	3%	4%	10%	-9%	-0.4
COc1ccccc1N1CCN(C(=O)c2sc3nc(-c4ccc(F)cc4)cn3c2C)CC1	-3	2	-15%	-3%	5%	4%	-9%	1%	-1.4
Cc1cc(N2CCOCC2)nc2ccc(Cl)cc12	12	-5	?	6%	0%	10%	4%	-4%	-0.2
O=C(c1cccc(Cl)c1)n1nc(-c2cccnc2)nc1NCc1ccccc1	·	-11	-13%	-5%	-1%	-1%	-2%	4%	·
Cc1cccc(/C=N/NC(=O)c2ccccc2OCc2cccc(Br)c2)n1	9	-3	-22%	-1%	-7%	10%	-25%	-5%	2.8
Cn1cc(Br)c(C(=O)NC2CCCCC2)n1	6	-7	4%	0%	-8%	4%	6%	0%	1.0
CCOC(=O)c1oc2nc3c(cc2c1N)CCCC3	-19	8	51%[activator]	-5%	1%	2%	-9%	-5%	-1.3
CC(=O)Nc1ccc(OS(=O)(=O)c2ccccc2C)cc1	-3	-1	12%	3%	-6%	5%	8%	-2%	1.0
Cc1cc(NC(=S)N(CCCN2CCN(C)CC2)Cc2ccco2)ccc1Cl	7	-2	-2%	-2%	14%	4%	5%	0%	3.7
Cc1ccc(Nc2n[nH]c(=S)s2)c(C)c1	·	-4	25µM*	0%	·	-2%	·	3%	·
CCOC(=O)C1C(c2ccccc2)C(C(=O)OCC)C1c1ccccc1 (stereo not drawn)	1	-4	4%	-3%	·	-8%	7%	1%	0.2
COc1ccc(OC)c(NC(=O)CN2C(=O)COc3ccc(S(=O)(=O)NC4CCCC4)cc32)c1	·	-1	-23%	-1%	4%	0%	-7%	2%	-0.2
Cc1cccc(N2CCN(C(=S)NCCc3ccccc3)CC2)c1C	-4	1	?	-3%	-3%	1%	14%	0%	0.3
CCC1CCCCN1CCN1C(=O)C2C(C(=O)Nc3ccc(OC)cc3)C3C=CC2(O3)C1C(=O)NC1CCCCC1 (stereo not drawn)	21	0	9%	0%	-10%	14%	26%	1%	1.2
Cc1ccc(CN(Cc2cc3cccc(C)c3[nH]c2=O)C(=O)N(C)C)cc1	-22	-5	-15%	-3%	2%	1%	20%	-1%	-2.1
CCC1CCCCN1C(=O)Cn1c(=O)n(-c2ccc(Cl)c(Cl)c2)c(=O)c2c(C)c(C(=O)N(C)C)sc21 (stereo not drawn)	·	-5	0%	-3%	2%	0%	2%	-2%	·
O=[N+]([O-])c1ccc(-c2c(-c3ccccc3)ncc3ccc(F)cc23)cc1	-1	1	?	0%	4%	-3%	-11%	-11%	-1.4
O=C(CCCn1c(=O)oc2ccccc21)N1CCc2ccccc2C1	-1	3	-25%	2%	5%	-1%	-12%	3%	-1.8
CCOC(=O)c1sc(=S)n(CC)c1N	-2	-7	?	1%	-3%	9%	-11%	-3%	-1.2
COc1ccc(S(=O)(=O)NC(=O)C2(C)CCN2C(=O)CC2CCCCC2)cc1OC (stereo not drawn)	·	-3	-2%	-1%	·	·	·	-5%	·
CCC1CCCCN1CCCNC(=O)c1ccc2c(c1)c(C)c(C)n2CC (stereo not drawn)	6	-2&-6	-5%&-7%	-4%&2%	8%&1%	1%&6%	-6%[11.4 µM]	-1%&-6%	5.4&0.3
CCc1ccc(NC(=O)CN2C(=O)C3CCCN3c3ccc(S(=O)(=O)N(CC)CC)cc32)cc1 (stereo not drawn)	·	-2	-1%	-3%	-10%	-1%	16%	-7%	·
O=C(Nc1nc(=O)[nH]s1)c1ccccc1	11	-5	2%	1%	9%[15.4 µM]	12%	-12%	-5%	1.1
COc1ccc2[nH]c(-c3ccc(C)cc3)cc(=O)c2c1	-17	-3	·	-12%	-9%	-2%	18%	-28%	0.1
Cc1ccc(S(=O)(=O)N2CCN(C(=O)COC(=O)/C=C/c3ccc(Cl)cc3)CC2)c(C)c1	·	-7	?	2%	-8%	3%	-11%	2%	·
CCN(CC)S(=O)(=O)c1nnc(NC(=O)COc2cccc(C)c2)s1	·	-13	-8%	-4%	-1%	1%	-7%	-2%	-0.2
CCNS(=O)(=O)c1ccc(NS(=O)(=O)c2cc(C)ccc2C)cc1	5	-3	0%	2%	-3%	0%	-23%	-3%	-0.9
COCCCn1nnnc1SCC(=O)N1CCN(C(=O)c2ccco2)CC1	-17	-1	-8%	1%	-6%	-2%	-7%	0%	0.2
Cc1ccc(C)c(Cn2c(=O)cc(C)c3c(C)nn(-c4cccc(F)c4)c32)c1	·	-3	-16%	-3%	0%	-6%	8%	6%	-0.9
NCCCC(=O)N1c2ccccc2Sc2ccccc21	-1	-1	3%[57.4 µM]	-4%	7%	1%	-15%	-3%	-0.3
O=S(=O)(NNc1ncc(C(F)(F)F)cc1Cl)c1ccc(F)cc1F	·	8	?	-3%	2%	3%	-10%	1%	·
CC1(c2ccc(Cl)cc2)CC(C)(C)N(C(=O)c2cccc(F)c2)c2ccccc21 (stereo not drawn)	·	-3	?	-3%	0%	7%	-28%	0%	0.8
CCOc1ccc(Cl)cc1S(=O)(=O)n1cnc2ccccc21	-6	-8	?	-7%	0%	-3%	-47%	?	-0.1
CC(NC(=O)CN1C(=O)NC2(CCc3ccccc32)C1=O)c1ccc2c(c1)OCCO2 (stereo not drawn)	17	-3	14%	-3%	0%	-2%	20%	4%	0.2
O=C(Nc1ccc(Oc2ccc(C(=O)O)c(C(=O)O)c2)cc1)c1cccs1	9	-6	1%	-4%	-1%	6%	-14%	2%	-1.1
CN(C)c1nc(=Nc2cccc(Cl)c2)ss1	6	-3	?	3%	14%	-7%	?	-11%	1.5
O=c1[nH]nc(N=Nc2c(O)[nH]c3ccc(F)cc23)c(=O)[nH]1	·	-11	-16%	-4%	-5%	-4%	48%[11.4 µM]	1%	·
N#Cc1c(-c2ccco2)c2c([nH]c1=S)CCCC2	-5	-2	32µM*	-3%	-8%	·	?	0%	0.6

Compounds shown so far that have an aryl methoxy group:
SMILES	D2 antag	LDHA inh	12-LOX inh	GRP78 ERSR act	ERG Ets-DNA blk	Vif-A3F inh	RGS4 inh	Vif-APOBEC3G blk	D2 agonist
COc1ccccc1N1CCN(C(=O)c2sc3nc(-c4ccc(F)cc4)cn3c2C)CC1	-3	2	-15%	-3%	5%	4%	-9%	1%	-1.4
COc1ccc(OC)c(NC(=O)CN2C(=O)COc3ccc(S(=O)(=O)NC4CCCC4)cc32)c1	·	-1	-23%	-1%	4%	0%	-7%	2%	-0.2
CCC1CCCCN1CCN1C(=O)C2C(C(=O)Nc3ccc(OC)cc3)C3C=CC2(O3)C1C(=O)NC1CCCCC1 (stereo not drawn)	21	0	9%	0%	-10%	14%	26%	1%	1.2
COc1ccc(S(=O)(=O)NC(=O)C2(C)CCN2C(=O)CC2CCCCC2)cc1OC (stereo not drawn)	·	-3	-2%	-1%	·	·	·	-5%	·
COc1ccc2[nH]c(-c3ccc(C)cc3)cc(=O)c2c1	-17	-3	·	-12%	-9%	-2%	18%	-28%	0.1

The list goes on.
SMILES	D2 antag	LDHA inh	12-LOX inh	GRP78 ERSR act	ERG Ets-DNA blk	Vif-A3F inh	RGS4 inh	Vif-APOBEC3G blk	D2 agonist
O=C(O)c1ccc2c(c1)C(=O)N(c1ccc(/C=C/C(=O)c3ccccc3)cc1)C2=O	-12	-5	-16%	?	1%	7%	?	0%	1.2
COc1ccc(-n2cnnc2)cc1	-2	-1	100%[activator]	-3%	3%	-15%	-11%	2%	1.3
O=C(O)CN1C(=O)/C(=C\c2ccccc2OCc2ccc(Cl)cc2Cl)SC1=S	4	-8	-42%	-13%	12%	9%	?	1%	-0.5
CC1CCCCC1NS(=O)(=O)c1ccc(-n2cnnn2)cc1 (stereo not drawn)	-3	-1	-13%	-7%	-12%	-4%	-14%	-5%	0.7
CC(C(=O)OCC(=O)c1ccc([N+](=O)[O-])cc1)N1C(=O)C2C3C=CC(C3)C2C1=O (stereo not drawn)	5	-1	-19%	0%	-8%	-24%	-2%	0%	0.4
CCCC(=O)N1CCc2cc(OC)c(OC)cc2C1COc1ccccc1OC (stereo not drawn)	·	0&2	?	-1%&-2%	10%&-3%	-1%&8%	5%&6%	-3%&-2%	-1.0

A portion of the library; count on the stated rates, not on these rows.
